Dicer inh – blocks human Dicer maturation of pre-miR-21; AID 1347074; cat-ELCCA pre-miR-21 Dicer processing, chemiluminescence; active compounds read high; z-score at 25 µM; hit rate 6% among 47,000; in the data active means z-score above about 3, passing the limit was not always enough;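 further: plate controls were vehicle for no effect and no enzyme for full effect; higher signal means more uncleaved substrate so more Dicer inhibition; strong numbers were not always called active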
Target sequence (Q9UPY3 whole entry, looked up): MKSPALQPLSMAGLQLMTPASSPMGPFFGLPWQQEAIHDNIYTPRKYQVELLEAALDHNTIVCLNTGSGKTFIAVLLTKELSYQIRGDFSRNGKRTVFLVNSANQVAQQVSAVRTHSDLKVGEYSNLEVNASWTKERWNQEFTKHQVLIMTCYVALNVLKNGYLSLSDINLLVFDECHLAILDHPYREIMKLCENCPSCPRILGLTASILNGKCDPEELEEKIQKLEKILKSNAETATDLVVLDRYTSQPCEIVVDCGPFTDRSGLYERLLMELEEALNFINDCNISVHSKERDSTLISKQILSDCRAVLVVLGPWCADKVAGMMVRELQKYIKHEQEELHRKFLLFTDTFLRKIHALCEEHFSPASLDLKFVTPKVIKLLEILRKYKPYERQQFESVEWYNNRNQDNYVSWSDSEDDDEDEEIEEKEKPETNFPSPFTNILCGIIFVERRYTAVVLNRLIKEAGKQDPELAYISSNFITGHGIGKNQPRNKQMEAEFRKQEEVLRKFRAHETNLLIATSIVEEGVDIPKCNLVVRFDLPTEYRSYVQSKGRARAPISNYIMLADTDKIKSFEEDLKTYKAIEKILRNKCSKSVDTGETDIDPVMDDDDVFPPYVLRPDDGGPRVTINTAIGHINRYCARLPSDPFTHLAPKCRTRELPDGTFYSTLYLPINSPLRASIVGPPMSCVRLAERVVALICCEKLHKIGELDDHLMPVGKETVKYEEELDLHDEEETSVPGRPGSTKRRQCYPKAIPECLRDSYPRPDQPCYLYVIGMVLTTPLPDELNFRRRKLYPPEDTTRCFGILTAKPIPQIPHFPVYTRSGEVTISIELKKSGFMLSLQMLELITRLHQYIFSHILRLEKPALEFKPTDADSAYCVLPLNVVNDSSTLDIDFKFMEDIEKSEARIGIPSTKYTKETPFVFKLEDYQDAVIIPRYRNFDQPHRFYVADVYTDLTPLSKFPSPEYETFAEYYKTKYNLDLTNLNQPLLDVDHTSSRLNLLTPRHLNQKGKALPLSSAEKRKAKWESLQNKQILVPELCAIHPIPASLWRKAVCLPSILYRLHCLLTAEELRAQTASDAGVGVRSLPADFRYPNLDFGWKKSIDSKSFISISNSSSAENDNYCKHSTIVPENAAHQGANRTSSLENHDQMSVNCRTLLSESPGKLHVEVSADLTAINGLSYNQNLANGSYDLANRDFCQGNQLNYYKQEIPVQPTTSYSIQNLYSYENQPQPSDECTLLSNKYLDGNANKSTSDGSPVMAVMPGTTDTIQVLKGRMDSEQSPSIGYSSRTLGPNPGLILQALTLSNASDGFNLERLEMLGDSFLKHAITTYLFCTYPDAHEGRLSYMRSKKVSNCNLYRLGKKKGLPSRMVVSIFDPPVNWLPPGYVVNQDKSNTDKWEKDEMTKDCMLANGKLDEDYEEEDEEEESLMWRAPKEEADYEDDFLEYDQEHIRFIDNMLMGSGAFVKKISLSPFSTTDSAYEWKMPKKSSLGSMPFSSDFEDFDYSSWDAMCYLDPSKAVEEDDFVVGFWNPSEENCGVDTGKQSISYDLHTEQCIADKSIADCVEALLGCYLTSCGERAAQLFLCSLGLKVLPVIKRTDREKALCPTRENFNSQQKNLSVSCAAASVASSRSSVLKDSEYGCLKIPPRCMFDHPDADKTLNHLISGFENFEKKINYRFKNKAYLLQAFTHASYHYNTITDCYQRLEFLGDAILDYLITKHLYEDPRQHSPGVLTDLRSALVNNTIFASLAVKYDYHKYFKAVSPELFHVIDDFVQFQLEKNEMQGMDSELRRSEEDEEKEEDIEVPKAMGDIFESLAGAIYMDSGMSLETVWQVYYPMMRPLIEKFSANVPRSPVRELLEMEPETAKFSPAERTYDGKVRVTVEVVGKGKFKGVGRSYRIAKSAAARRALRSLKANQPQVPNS
* marks the source's active call; other numbers are inactive results. These rows are one share of the data. The share of hits here may be higher or lower than overall.

SMILES | Dicer inh
Cc1cc(C)nc(SCC(=O)N2c3ccccc3Sc3ccccc32)n1 | 1.05
CCOc1ccc(C2C3=C(CCCC3=O)NC3=C2C(=O)CCC3)cc1OCC | -0.83
COc1ccccc1C1Nc2nonc2NC2=C1C(=O)CC(C)(C)C2 (stereo not given) | -1.47
C/C(=N\Nc1c(Cl)cc(Cl)cc1Cl)c1cc(F)ccc1O | 2.14
O=C(O)c1ccc(N2C(=O)CC(N3CCCCC3)C2=O)cc1 (stereo not given) | -0.35
CN(CCOC(=O)c1ccc(C(C)(C)C)cc1)c1nc2cc(Cl)ccc2s1 | -0.85
Clc1ccc2sc(N3CCCC3)nc2c1 | -0.33
NC(=O)CSc1nnc2ccccn12 | 0.34
CCOC(=O)[C@H](CCCN=C(N)N)NC(=O)c1ccccc1 | 4.75*
Cc1cc(OCc2nnc(-c3ccc4ccccc4c3)o2)c2nncn2n1 | -1.25
O=C1CS/C(=C/C(=O)N2CCCC2)N1 | 0.08
CCOC(=O)CSc1ncnc2sc3c(c12)CCC(C)C3 (stereo not given) | 1.09
CC1CN(C2=NCCN2)CC(C)O1 (stereo not given) | -0.2
Fc1ccc(C2Oc3ccccc3C3CC(c4ccco4)=NN32)cc1 (stereo not given) | 1.79
Cc1ccc(C2Nn3c(C)nnc3SC2C(=O)Nc2ccc(Br)c(C)c2)cc1 (stereo not given) | -1.53
CC1(C)C2CC[C@](C)(C2)C1NC(=O)c1cccc(C(F)(F)F)c1 (stereo not given in full) | -1.4
C#CCOC(=O)Nc1cnc(Sc2ccccc2)c(C(F)(F)F)c1 | 0.56
CC(C)(C)SC1CCS(=O)(=O)C1 (stereo not given) | 1.59
O=C1c2cccc3cc([N+](=O)[O-])cc(c23)C(=O)N1CCO | -0.12
Cc1ccc(C2CC(C(F)(F)F)n3nc(C(=O)NC4CCCC4)c(Cl)c3N2)cc1 (stereo not given) | 0.93
CCCCCOC(=O)Cn1c(=O)oc2ccccc21 | 2.06
O=C(O)/C=C/C(=O)NCc1ccc(Cl)c(Cl)c1 | -1.8
c1ccc2c(c1)NC(c1ccsc1)n1c-2nc2ccccc21 (stereo not given) | 1.97
O=C(O)CCSc1cccc(C(F)(F)F)c1 | -1.03
O=C(Nc1ccc(-c2nc3ncccc3o2)cc1)c1cccnc1 | 1.75
CC1CN=C(N(C(=O)Nc2ccc(Cl)cc2)c2ccccc2)S1 (stereo not given) | -0.43
O/N=C/C1=C(Cl)c2cc(Cl)ccc2SC1 | -0.7
CCN(CC)CCOc1ccc(/C(=C(/Cl)c2ccccc2)c2ccccc2)cc1 | -1.04
Nc1cc(=O)[nH]c2nnc(SCc3cccc(Oc4ccccc4)c3)n12 | 2.76
O=S(=O)(c1ccc2ccccc2c1)N1CCN(Cc2ccc3c(c2)OCO3)CC1 | 6.61*
CC1(C)CC(Nc2ccc(Nc3ccccc3)cc2)CC(C)(C)N1 | 0.73
COCCOC(=O)C1=C(C)NC2=C(C(=O)CC(c3cccs3)C2)C1c1ccc(C(=O)OC)cc1 (stereo not given) | -0.66
CCOc1ccc(C2C(C#N)=C(N)Oc3n[nH]c(C)c32)cc1Br (stereo not given) | -5.04
CCOC(=O)c1cc2ccccc2c(=O)s1 | 0.03
CN1N=C(c2ccc3ccccc3c2)CC1c1ccc(F)cc1 (stereo not given) | 5.62
Clc1ccc(C2N(Cc3ccccc3)CCC3CCCCN32)cc1 (stereo not given) | -0.45

Rewritten as tab-separated lines: part of the list above.
Molecule	Dicer inh
Nc1cc(=O)[nH]c2nnc(SCc3cccc(Oc4ccccc4)c3)n12	2.76
O=S(=O)(c1ccc2ccccc2c1)N1CCN(Cc2ccc3c(c2)OCO3)CC1	6.61*
CC1(C)CC(Nc2ccc(Nc3ccccc3)cc2)CC(C)(C)N1	0.73
COCCOC(=O)C1=C(C)NC2=C(C(=O)CC(c3cccs3)C2)C1c1ccc(C(=O)OC)cc1 (stereo not given)	-0.66

Additional records:
SMILES | Dicer inh
N#Cc1cn(-c2ccc(Cl)cc2)c(=O)[nH]c1=O | -1.17
CCOC(=O)c1c(N/N=C/c2ccc(O)cc2)n[nH]c1C | 0.23
S=C(NC1CCCCC1)Sc1ccc(Cl)cc1 | 0.38
CC(C)OC(=O)CSc1nc2ccccc2[nH]1 | -0.48
COC(=O)Cc1ccc2sc(-c3ccccc3)nc2c1 | 0.58
Cc1ccc(N/C=C2\C(=O)N(c3ccc(F)cc3F)C(c3cccnc3)S2(=O)=O)cc1 (stereo not given) | 2.69
CCOC(=O)Nc1sc(C(=O)N(C)C)c(C)c1C(=O)OCC | 6.84
CC(CNC1CCCCC1)OC(=O)c1ccccc1 (stereo not given) | 0.11
CN(C)c1cc(NC(=O)CNC(C)(C)CC(C)(C)C)c2ccccc2n1 | -0.47
O=C(O)CC(Cc1ccc(Br)cc1)C(=O)O (stereo not given) | -0.15
CSc1sc(-c2ccnc(SCCS(=O)(=O)c3ccc(C(F)(F)F)cn3)n2)c(-c2ccccc2)c1C#N | -0.32
O=C(c1ccc(Cl)cc1)N1C(=O)c2ccc([N+](=O)[O-])cc2C1=O | -0.2
Cc1cc(C)nc(SCC(=O)c2ccc(F)cc2F)n1 | 3.67*
Cc1ccc(C2(C)SCc3cc(C)c(C)cc3CS2)cc1 | -1.08
CC(COc1ccccc1)N(CCCl)Cc1ccccc1 (stereo not given) | -0.17
C=C(C)Cc1c(COC)nc(SC)[nH]c1=O | 2.19
O=[N+]([O-])c1ccc2c(c1)S(=O)(=O)CC2SCc1ccccc1 (stereo not given) | 0.53
O=C1CC(c2ccc(F)cc2)CC2=C1C(c1ccc([N+](=O)[O-])o1)Nc1ccccc1N2 (stereo not given) | -0.34
O=C(Oc1cc(S(=O)(=O)c2ccccc2)ccc1[N+](=O)[O-])c1ccc(Cl)cc1 | 1.04
CC1CN(c2ccc(NC(=S)NNCCC#N)cc2)CC(C)O1 (stereo not given) | 0.33
Cc1nn2c3c(cnc2c1-c1ccc(F)cc1)C(=O)CC(c1ccco1)C3 (stereo not given) | 1.04
O=C(CSc1nnc2n1CCCN2)c1ccc([N+](=O)[O-])cc1 | 0.18
COc1cc(C)c(C(C)C)cc1S(=O)(=O)n1ccnc1C(C)C | -0.14
COC(=O)c1ccc(S(=O)(=O)N2CCC(O)CC2)n1C | 1.37
Cc1nn(S(=O)(=O)c2ccc(Cl)cc2)cc1-c1nsc(Nc2ccccc2)n1 | -0.14
COc1ccc(NC(=O)C2=Cc3cccc(OC)c3OC2)cc1 | 3.79*
O=C(CS(=O)(=O)Cc1cccc(C(F)(F)F)c1)N/N=C/C=C/c1ccccc1 | -2.18
CC(C)CC(NC(=O)c1ccco1)C(=O)O (stereo not given) | 5.17*
CCOC(=O)c1sc2c(c1OC(=O)c1ccco1)c(=O)n(-c1ccccc1)c(=S)n2-c1ccccc1 | -0.12
NCCc1nnc(SCc2c(F)cccc2Cl)o1 | -0.54
O=C(NNC(=S)Nc1ccc(OCc2ccccc2)cc1)c1ccco1 | -0.45
C=CCn1c(SCc2ccc(C(=O)OC)cc2)nc2sc(C)c(C)c2c1=O | 1.41
CCOc1cccc(=O)c2c(C)n(-c3ccc(OC)cc3)c(C)c12 | -0.08
O=C(CSc1nnc(-c2ccncc2)n1Cc1ccccc1)Nc1nnc(-c2ccco2)s1 | -1.73
Cc1cccn2cc(-c3cccc(NS(=O)(=O)c4ccc(Br)cc4)c3)nc12 | 4.06*
O=C1CSC2=NCN(c3ccc(Br)cc3)CN12 | 2.05
COc1ccc(CC(=O)n2nc(-c3ccc(F)cc3)cc2SC)cc1OC | -0.36
COc1ccc2ccccc2c1C(O)c1nccn1C (stereo not given) | -3.59
O=C(CSc1nncc2ccccc12)N1CCCCC1 | -0.25
Cc1noc2ncnc(SCc3ccc(C(F)(F)F)cc3)c12 | 0.33
CC(C)C(=O)Nc1cscc1S(=O)(=O)c1ccc(Cl)cc1 | -0.77
O=S(=O)(c1ccc(Cl)cc1)c1nc(-c2cccs2)oc1NCc1ccccc1 | -2.13
O=C(Oc1ccc(Cl)cc1)N1CCCCC1 | 0.01
Cc1nn(-c2ccccc2)cc1/C=N/NC(=O)CSc1nnc(-c2ccncc2)n1-c1ccccc1 | 1.5
C=C(C)CC1N(c2ccccc2C)C(=O)C2C(C(=O)O)C3C=CC21O3 (stereo not given) | -0.78
CN(C)CC1COc2ccccc2C1=O (stereo not given) | -2.89
Cc1ccc(NC(=S)N2CCCc3cccc(C)c32)c(C)c1 | 0.02
COc1cccc(C2C(C(=O)OC(C)C)=C(C)NC3=C2C(=O)CC(C)(C)C3)c1 (stereo not given) | -0.49
O=[N+]([O-])C1=Cc2c(ccc3ccccc23)OC1c1ccc(F)cc1 (stereo not given) | -3.29
CCC(C)NC(=O)c1c(OC)ccc([N+](=O)[O-])c1OC (stereo not given) | -0.14
CC(C)(C)C(=O)c1cn(CC(=O)N2CCc3ccccc32)c2ccccc12 | 2.52
CCOC(=O)c1[nH]cnc1C(=O)O | -0.63
Cc1cc(C(C)(C)C)cc(C)c1CC1=NCCN1 | 1.07
CS(=O)(=O)c1ccc2nc(NC(=O)Cc3ccc(F)cc3)sc2c1 | -0.54
CCN(CC)c1ncnc2c1cnn2-c1ccccc1 | -0.81
CCOC(=O)NC(C(=O)OCC)(c1ccc(F)cc1)C(F)(F)F (stereo not given) | -1.12
Cc1ccccc1CN1C(=O)C(O)(c2c[nH]c3ccccc23)c2cc(Cl)ccc21 (stereo not given) | 2.47
Cn1c(=O)c2cn(-c3ccc(Cl)cc3)cc2n(C)c1=O | 0.33
Cc1ccc(S(=O)(=O)NC(=O)NNC(=O)c2cc(C(C)(C)C)nn2Cc2ccc(F)cc2)cc1 | 1.36
N/C(=N\NS(=O)(=O)c1ccccc1C(F)(F)F)c1ccccn1 | 0.57

Pulled by structure from above:
SMILES | Dicer inh
Cc1cc(C)nc(SCC(=O)N2c3ccccc3Sc3ccccc32)n1 | 1.05
O=C(O)c1ccc(N2C(=O)CC(N3CCCCC3)C2=O)cc1 (stereo not given) | -0.35
CN(C)c1cc(NC(=O)CNC(C)(C)CC(C)(C)C)c2ccccc2n1 | -0.47

The list goes on:
SMILES | Dicer inh
O=c1[nH]c2ccccc2cc1-c1noc(-c2cccnc2)n1 | 0.54
CCOCCOC(=O)C1=C(C)NC2=C(C(=O)CCC2)C1c1ccccc1OC(C)C (stereo not given) | -0.59
CCn1c2c(c(=O)[nH]c1=O)C(c1ccc(Br)cc1)C1=C(N2)c2ccccc2C1=O (stereo not given) | 0.19
COCCOC(=O)C1=C(C)NC2=C(C(=O)CC(C)(C)C2)C1c1cc2c(cc1Br)OCO2 (stereo not given) | -1.16
COC(=O)Cc1cc(=O)n2[nH]cnc2n1 | -1.17
CSC1=C(C#N)C(c2ccc(Cl)cc2)C(C(=O)OC(C)(C)C)=C(C)N1 (stereo not given) | 0.96
Cn1c(SCc2ccc(C(F)(F)F)cc2)nnc1-c1ccc(OCC(F)(F)F)nc1 | -0.99
O=S(=O)(CCc1ccncc1)c1ccc(Cl)cc1 | 4.35*
FC(F)(F)c1cccnc1-n1cncn1 | 0.08
Cc1nc(C(F)(F)F)c(C(=O)O)cc1-c1nc(-c2ccccc2)cs1 | -0.63
O=C1c2ccccc2OC(c2ccccc2)C12N=NCC2c1ccc(Cl)cc1 (stereo not given) | -1.01
Cn1c(/C=C/c2ccc(Cl)cc2)c([N+](=O)[O-])c(=O)n(C)c1=O | 0.43
CC(C)CNC(=S)NC(=O)c1csc([N+](=O)[O-])c1 | 1.11
COc1ccc2nc(Nc3nc4c(c(=O)[nH]3)CCCC4)nc(C)c2c1 | 0.91
COc1ccc(S(=O)(=O)n2nc(C)cc2C)cc1OC | -0.58
COc1nc(N)nc(N)c1S(=O)(=O)c1ccccc1 | -1.04
O=C1SC(c2ccccc2)=N/C1=C/c1ccc(C(F)(F)F)cc1 | -1.42
O=C1CC(c2ccccc2Cl)Oc2ccccc21 (stereo not given) | 0.15
COc1ccc2nc(SCCN3CCCCC3)[nH]c2c1 | 2.06
COc1ccccc1OC(=O)c1ccc2nsnc2c1 | 1.28
Cc1[nH]ncc1-c1nc(-c2ccc(Cl)cc2)no1 | -0.2
CC(=O)/C(=C\N(C)C)Sc1ccccn1 | -0.97
C[n+]1c2ccccc2nc2ccc(NC3CCCCC3N)cc21 (stereo not given) | -3.62
Cc1cc(/C(N)=N/OC(=O)C(C)(C)C)cc(/C(N)=N/OC(=O)C(C)(C)C)c1 | 5.68
Cc1cc(Br)c(NC(=O)c2ccc(Cl)cc2)c(Br)c1 | 4.71*
COC(=O)c1cc(S(=O)(=O)N2CCOCC2)c(Cl)cc1N1CCOCC1 | 0.54
Cn1nnnc1SCCNCc1cc(Br)ccc1OCc1ccc(F)cc1 | 1.3
Cc1ccc(-n2nc(C)c3c2OC(N)=C(C#N)C3c2ccncc2)cc1 (stereo not given) | 0.78
Cc1ccccc1-c1nc(C2CCCCC2)no1 | 1.66
CCC(C)OC(=O)C(C)Oc1ccc2c(=O)c(Oc3ccccc3Cl)coc2c1 (stereo not given) | -0.01
O=C(NCc1sccc1COc1ccc(Cl)cc1)Nc1ccccc1F | 4.54*
CCOC(=O)Cc1c(C)[nH]n(-c2ccccc2)c1=O | -3.8
COc1ccc(OC)c2c1C(=O)c1ccccc1C2=O | -1.89
CCOC(=O)c1c(N=Cc2ccccc2Cl)n[nH]c1C | -2.53

4 of these compounds, set out differently.
Compound,Dicer inh
CC1(C)C2CC[C@](C)(C2)C1NC(=O)c1cccc(C(F)(F)F)c1 (stereo not given in full),-1.4
CCOCCOC(=O)C1=C(C)NC2=C(C(=O)CCC2)C1c1ccccc1OC(C)C (stereo not given),-0.59
CC(CNC1CCCCC1)OC(=O)c1ccccc1 (stereo not given),0.11
COc1ccc(NC(=O)C2=Cc3cccc(OC)c3OC2)cc1,3.79*

From PubChem BioAssay
